Screening data: PubChem BioAssay, several laboratories
SR-BI HDL uptake: inhibitors of SR-BI mediated HDL lipid uptake, primary screen, ldlA[mSR-BI] cells, fluorescence, single point; Scavenger receptor class B member 1 (Mus musculus), Q61009; ldlA[mSR-BI] CHO cells, DiI-HDL uptake fluorescence, 3 h; inhibition, % at 12.5 µM; 320,000 compounds, 0.96% hits;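 active = mean replicate inhibition of at least 70% and a set share of replicates each scoring 70 or more; inconclusive = meets just one of the two criteria; inactive = fails both criteria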;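 note: 0% = median of neutral control wells and 100% = median of positive control wells; values of inactives mirror those of a sister screen read the other way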
V-ATPase pH: regulators of yeast V-ATPase proton pumping, primary screen, pHLuorin cytosolic pH fluorescence; 350,000 compounds, 0.37% hits; response, % at 10 µM; S. cerevisiae; in the data active = response mostly above about 7.3%, no sharp cut-off; inactive = mostly below about 5.4%; note: actives read high; inactives centre near 0; some compounds called inactive have numbers as strong as hits; reference of the scale not given here
Wnt bcat act: Wnt/beta-catenin pathway activators, primary screen, cell-based, plate reader, single point; Wnt/beta-catenin reporter cell assay, activator; activation, % at 9.35 µM; 300,000 compounds, 1.2% hits; AID 743398, 2014; in the data active = activation above about 30%, passing the limit was not always enough; inconclusive = no clear call, values can overlap the other calls;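 note: 0% = neutral control wells and 100% = positive control wells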
PvdQ inh: P. aeruginosa PvdQ acylase inhibitors, primary screen, biochemical, fluorescence, plate reader and imaging, single point; PvdQ acylase [Pseudomonas aeruginosa LESB58]; purified PvdQ acylase; inhibition, % at 10 µM; 340,000 compounds, 0.063% hits; AID 488965, 2010; in the data active = inhibition above about 30%, passing the limit was not always enough; inconclusive = no clear call, values can overlap the other calls;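 note: 0% = vehicle neutral wells and 100% = reference inhibitor wells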
HTR5A ag ctr: HTR5A agonists in luminescence cell assay, primary screen, counter-screen for OPRM1-OPRD1 heterodimer agonist project, full-deck HTS; cell-based; 5-hydroxytryptamine receptor 5A (Homo sapiens), P47898; activation, % at 9.3 µM; 340,000 compounds, 0.61% hits; AID 504692, 2011; in the data active = activation mostly above about 9.5%, no sharp cut-off; inactive = mostly below about 7.6%;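 note: 0% = cells with vehicle only and 100% = reference agonist; strong numbers were not always called active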
HTR5A inv ctr: HTR5A inverse agonists in luminescence cell assay, primary screen, counter-screen for OPRM1-OPRD1 heterodimer inverse agonist project, full-deck HTS. 5-hydroxytryptamine receptor 5A (Homo sapiens), P47898. HTR5A cell line, inverse agonism. inhibition, % at 9.3 µM. 340,000 compounds, 0.083% hits. AID 504634, 2011; in the data active = inhibition mostly above about 23%, no sharp cut-off; inactive = mostly below about 18%;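 note: 0% = cells with DMSO and 100% = no-cell wells with DMSO; some compounds called inactive have numbers as strong as hits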
dFosB act: activators of delta FosB homodimer, primary screen, biochemical, fluorescence polarization, TAMRA-CDK5 oligo, single point; Protein FosB (Mus musculus), P13346; 340,000 compounds, 0.99% hits; activation, % at 25 µM; purified delta FosB; percent of positive-control signal above neutral wells;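 active = mean activation above about 17%, with every replicate also reaching it, limit read from the data, passing the limit was not always enough; inconclusive = only one of the two conditions met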;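 note: fluorescence polarization rise as delta FosB binds a TAMRA Cdk5 AP-1 oligo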
NSD2 inh: NSD2 histone methyltransferase inhibitors, primary screen, biochemical, AlphaScreen, single concentration, set 2 | NSD2 peptide methylation, 120 min | inhibition, % at 12.5 µM | 310,000 compounds, 0.54% hits | AID 743445, 2014; in the data active = inhibition above about 50%
Target sequence (O96028 whole entry, looked up): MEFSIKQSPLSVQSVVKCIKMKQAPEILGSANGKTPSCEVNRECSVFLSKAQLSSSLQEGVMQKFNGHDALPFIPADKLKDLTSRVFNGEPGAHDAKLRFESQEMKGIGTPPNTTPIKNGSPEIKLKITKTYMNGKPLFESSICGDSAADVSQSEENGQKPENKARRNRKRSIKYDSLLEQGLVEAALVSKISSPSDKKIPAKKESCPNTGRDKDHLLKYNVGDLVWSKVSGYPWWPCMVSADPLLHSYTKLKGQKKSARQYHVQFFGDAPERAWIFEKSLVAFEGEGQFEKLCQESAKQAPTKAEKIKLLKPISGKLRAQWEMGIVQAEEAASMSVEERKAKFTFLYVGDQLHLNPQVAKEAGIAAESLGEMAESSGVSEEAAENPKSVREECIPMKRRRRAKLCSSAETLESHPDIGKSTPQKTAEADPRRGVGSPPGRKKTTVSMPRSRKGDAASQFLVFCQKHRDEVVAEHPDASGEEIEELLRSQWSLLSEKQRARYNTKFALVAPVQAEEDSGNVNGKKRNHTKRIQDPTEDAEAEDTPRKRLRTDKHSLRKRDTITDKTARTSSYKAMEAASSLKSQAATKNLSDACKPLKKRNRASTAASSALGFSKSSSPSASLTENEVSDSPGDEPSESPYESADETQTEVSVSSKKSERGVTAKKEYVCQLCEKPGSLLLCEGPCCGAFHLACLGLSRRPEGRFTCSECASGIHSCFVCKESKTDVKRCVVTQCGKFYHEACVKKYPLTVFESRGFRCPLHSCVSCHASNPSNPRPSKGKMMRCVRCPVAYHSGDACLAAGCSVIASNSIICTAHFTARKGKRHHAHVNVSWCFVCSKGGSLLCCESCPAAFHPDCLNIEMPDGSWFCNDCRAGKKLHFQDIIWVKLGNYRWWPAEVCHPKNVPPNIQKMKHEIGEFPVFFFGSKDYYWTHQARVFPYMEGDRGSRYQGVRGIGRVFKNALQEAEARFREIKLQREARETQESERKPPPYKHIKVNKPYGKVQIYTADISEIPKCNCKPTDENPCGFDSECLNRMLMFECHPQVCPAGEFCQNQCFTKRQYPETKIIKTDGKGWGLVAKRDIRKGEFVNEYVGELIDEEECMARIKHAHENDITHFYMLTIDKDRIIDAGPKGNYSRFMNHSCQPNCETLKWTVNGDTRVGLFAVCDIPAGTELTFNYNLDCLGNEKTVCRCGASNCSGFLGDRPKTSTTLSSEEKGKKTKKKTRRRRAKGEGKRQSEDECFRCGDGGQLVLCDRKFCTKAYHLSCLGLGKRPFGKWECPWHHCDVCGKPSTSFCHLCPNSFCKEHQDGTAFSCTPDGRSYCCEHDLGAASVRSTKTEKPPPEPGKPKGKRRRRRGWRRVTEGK
CDK5 p35 inh: inhibitors of human CDK5/p35 kinase, primary screen, biochemical, single concentration; 330,000 compounds, 0.01% hits; inhibition, % at 10 µM; Cyclin-dependent kinase 5 (Homo sapiens) + Cyclin-dependent kinase 5 activator 1 (Homo …; Recombinant CDK5/p35, ADP-Glo luminescence, 60 min; AID 488839, 2010;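 active = highest replicate inhibition of at least 50% and at least 75% of replicates reaching 50%; inconclusive = only one of the two criteria met; inactive = both criteria failed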;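 note: plate controls were DMSO neutral control for no effect and GW8510 at 10 µM for full effect; many of its hits are not listed in these tables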
MITF act: activators of MITF-driven TRPM1 promoter reporter, primary screen, cell-based, SK-MEL-5, luciferase, single point; 300,000 compounds, 0.75% hits; SK-MEL-5 TRPM1-promoter luciferase, 24 h; % of positive control, neutral wells = 0; AID 588334, 2011; activation, % at 12.5 µM;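 active = mean activation of at least 80% with every replicate also reaching 80%; inconclusive = mean reaches 80% but some replicate falls short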;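 note: 0% = neutral control wells and 100% = parthenolide positive control wells; values of inactives mirror those of a sister screen read the other way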
Starred values were filed as active, the others as inactive; ? = inconclusive; nt = not tested or not shown; & = joins results of further samples.

Each structure is followed by: SR-BI HDL uptake	V-ATPase pH	Wnt bcat act	PvdQ inh	HTR5A ag ctr	HTR5A inv ctr	dFosB act	NSD2 inh	CDK5 p35 inh	MITF act
NS(=O)(=O)c1ccc(CNC(=O)c2csc3c2CCCC3)cc1
→ -9	1	3	-11	-1	1	-7	10	0.4	-2
C(=N\N1CCN(c2ccccn2)CC1)/c1ccco1
→ -14	1	3	-11	-3	8	-2	-1	0.0	20
Cc1cc2c(cc1S(=O)(=O)NC1CCCCC1C)OCC(=O)N2 (stereo not given)
→ 6	-1	-5	-1	-1	5	-9	5	1.2	4
O=C(CCCC(=O)N1CCCC1)N1CCCC1
→ 7	5	3	-10	-5	19	-6	-1	-0.1	-3
CN(C)c1cc(-c2ccccc2)nc(-c2ccccc2)n1
→ 39	-1	0	-10	-3	8	-5	-2	-0.3	2
COc1ccc(NC(=O)c2cc([N+](=O)[O-])ccc2N2CCCC2)cc1S(N)(=O)=O
→ -2	3	-4	7	2	-6	3	5	1.2	-1
CCNC(=O)NC(=O)c1csc([N+](=O)[O-])c1
→ -21	-2	3	-18	5	10	6	0	-1.0	-11
COc1ccccc1NC(=O)CCN1C(=O)C2CC=C(Cl)CC2C1=O (stereo not given)
→ -8	1	-3	-2	2	-14	4	-1	-0.6	-2
COc1cc(/C=N/NC(=O)Cn2cnc3c2c(=O)n(C)c(=O)n3C)ccc1O
→ -28	3	2	-3	nt	nt	-6	nt	-0.6	7
C[C@H](NC(=O)c1ccco1)C(=O)NCCc1ccc(S(N)(=O)=O)cc1
→ -15	2	0	-8	0	-15	-1	0	-0.5	5
O=C(COC(=O)c1nc(Cl)ccc1Cl)NC1CCS(=O)(=O)C1 (stereo not given)
→ -30	4	-1	16	7	-18	3	-2	-1.4	2
O=C1c2ccccc2C(=O)N1CC1c2ccccc2CCN1C(=O)N1CCOCC1 (stereo not given)
→ 3	0	nt	-5	0	-12	-4	nt	-1.5	3
O=C(Nc1ccc(NC(=O)c2cccs2)cc1)c1ccc2ccccc2c1
→ 38	6	-3	-4	4	4	?	-3	1.0	10
CC(CCc1ccccc1)NC(=O)c1ccc(NC(=O)c2ccccc2)cc1 (stereo not given)
→ 46	2	-11	-11	2	-4	5	2	-0.2	-14
Cc1cc(NS(=O)(=O)c2ccc(NC(=O)CN3C(=O)NC(C)(c4ccccc4)C3=O)cc2)nc(C)n1 (stereo not given)
→ -10	-3	-1	-8	-1	2	-11	0	-0.7	4
Cc1ccc(C(=O)Nc2cccc(C(F)(F)F)c2)cc1NC(=O)c1nccn1C
→ 30	1&-3	-2&0	-3	6	-18	27*	nt	4.2	nt
O[C@@H]1CN(C2CCN(Cc3ccccc3)CC2)CC[C@H]1N1CCCCCC1
→ -11	11*	0	-4	2	20	-3	11	-2.2	-2
CCOC(=O)c1ccc(NC(=O)CCS(=O)(=O)Cc2ccccc2)cc1
→ 6	-3	-1	5	4	-9	-5	6	0.7	9
CNc1ccccc1C(C)(C)c1cn(-c2ccc([N+](=O)[O-])cc2)nn1
→ nt	-4	2	-9	-3	10	-10	4	-2.5	4
CCn1c(-c2ccccc2)c(C(=O)CC#N)c2ccccc21
→ 56	6	-3	0	1	-3	-4	0	3.2	-1
CCOC(=O)N1CCC(C(=O)NNC(=O)c2ccc(Cl)cc2Cl)CC1
→ 23	4	-3	3	0	16	3	1	-0.9	4
Cc1cccc(-n2c(=S)[nH]c3c(oc4ccccc43)c2=O)c1
→ nt	1	-1	-5	6	-20	-1	1	0.4	-14
Nc1c(-c2nn[nH]n2)cnn1-c1cc(Cl)cc(Cl)c1
→ -11	3	1	-12	0	10	0	-1	-6.6	nt
Cc1cc(Nc2ncc(Cl)cc2Cl)n(-c2ccccn2)n1
→ 23	-2	-3	8	-1	5	3	6	0.3	12
CC(OC(=O)CCc1nc2ccccc2c(=O)[nH]1)C(=O)NCc1ccc2c(c1)OCO2 (stereo not given)
→ -9	2	-3	-4	-3	18	0	nt	0.6	nt
CCCCn1c(SCC(=O)N2CC(=O)Nc3ccccc32)nnc1-c1ccoc1C
→ -5	-6	-7	-18	1	-7	-8	0	1.4	-6
CCC(=O)Nc1ccc2c(c1)OCCO2
→ 0	4	1	-11	2	3	-7	-2	0.2	nt
Cn1c(CC(=O)Nc2ccccc2)c(Sc2ccccc2)c2ccccc21
→ 5	-5	26	2	2	-5	-4	-3	-1.9	-13
CC(C)(C)c1ccc(S(=O)(=O)N2CCC(c3nc4ccc(Cl)cc4[nH]3)CC2)cc1
→ 22	1	-2	5	0	-21	-3	-1	-0.1	7
Cc1nc(NCCc2ccccc2)c(C#N)c(C)c1[N+](=O)[O-]
→ 17	7	nt	-15	10	12	-5	0	0.7	-8
O=C(NC1(C(F)(F)F)C(=O)Nc2c1c(=O)[nH]c(=O)n2Cc1ccccc1)c1ccc(Cl)cc1Cl (stereo not given)
→ -29	-3	-2	-3	-1	11	5	-2	-2.2	0
Cc1ccc2nc(-c3cccc(S(=O)(=O)N4CC(C)OC(C)C4)c3)cn2c1 (stereo not given)
→ 16	-2	2	-14	0	-11	-17	-1	-3.1	1
Cc1cccn2c(=O)c3cc(C(=O)NC4CCCC4)n(C)c3nc12
→ -8	0	2	-5	3	-18	-19	-6	0.1	-10
COc1cccc(CN(C)C(=O)/C=C/c2ccc(S(=O)(=O)N3CCCCCC3)cc2)c1
→ 34	0	-3	-4	1	12	-13	-4	0.8	-8
Cc1cc(Br)cc(C)c1OCCCCN(C)C
→ 5	0	nt	-13	0	-22	-4	4	-2.3	0
CC(C)C[C@@H](CNC(=O)OC(C)(C)C)NC(=O)c1nc[nH]c1C(=O)N[C@@H](CC(C)C)C(=O)CNC[C@H](CC(C)C)NC(=O)c1nc[nH]c1C(=O)N[C@@H](Cc1c[nH]c2ccccc12)C(=O)OC(C)(C)C
→ -17	4	-9	-6	12	13	-10	nt	-2.2	-7
CCc1ccc(-c2nc(SCC(=O)NC3CC3)n[nH]2)cc1
→ -7	0	8	-18	1	1	-4	-3	2.0	8
COc1ccc2nc(SCC(=O)Nc3ccccc3OC)[nH]c2c1
→ 7	8	1	-8	0	0	2	-1	0.8	12
CCc1cc2ccc(C)cc2nc1SCC(=O)Nc1c[nH]c(=O)[nH]c1=O
→ 10	-2	-3	3	-1	2	22*	-1	0.0	2
CCOc1ccc(C(=O)N2CCSC2=S)cc1
→ 18	-4	-1	-6	-5	-20	4	-1	-0.3	-7
O=C(NC1CCCCC1)c1ccc(OC2CCN(Cc3ccccn3)CC2)cc1
→ -14	-3	nt	6	-3	9	-4	0	3.0	3
COc1ccc(Cl)cc1NC(=O)CN(C)C(=O)c1ccc(OCc2ccccc2)c(OC)c1
→ 61	15	-7	-9	4	-9	-11	nt	0.3	-3
O=C(COc1ccccc1)N1CCN(C(=O)c2ccccc2F)CC1
→ -40	0	3	-13	0	-29	-4	-3	-0.4	-11
COC(=O)CC1C(=O)NCCN1C(=O)CSc1nc2ccccc2s1 (stereo not given)
→ -7	9	1	-6	-2	5	-9	-4	1.6	-7
C=CCNC(=O)CC(=O)N/N=C/c1cccs1
→ -11	2	-1	0	-3	9	-6	-3	-3.1	0
COc1ccc(/C=C/C(=O)NC(=S)Nc2cc([N+](=O)[O-])ccc2O)cc1OC
→ 19	4	-1	2	-6	16	4	4	-3.7	2
COc1cccc(C(=O)NCC(=O)N/N=C/c2ccc(OC(=O)c3cccs3)c(OC)c2)c1
→ -1	1	-4	-4	0	-8	-15	-4	-3.6	-16
CCOC(=O)N1CCC(NC(=O)CSCc2nc(-c3ccc(C)cc3)oc2C)CC1
→ 44	-1	1	-4	5	-17	-7	0	0.1	-16
C=CCN1C(=O)/C(=C/c2ccc(OC)cc2)S/C1=N/c1nccs1
→ 34	-1	-3	-4	0	-7	-5	-3	0.6	18
Cc1ccccc1OCC(=O)N/N=C/c1cn(Cc2ccccc2)c2ccccc12
→ 33	-1	-1	-10	5	-13	-10	-1	0.6	-3
OC[C@@H]1CC[C@@H](Cc2ccc(-c3ccccc3)cc2)O1
→ -6	-2	29	6	-2	7	-3	nt	-0.7	6
CCOC(=O)c1c(C)[nH]c(C)c1C(=O)COc1ncnc2ccccc12
→ 6	0	-10	3	4	-11	-2	0	0.4	-3
CCCN(C(=O)Cn1c(C(F)(F)F)nc2ccccc21)C1CCS(=O)(=O)C1 (stereo not given)
→ -29	1	-5	-6	nt	nt	1	0	-0.5	-2
O=C(CSc1nncs1)NC1CCCCCCC1
→ -6	-3	3	-9	-3	-9	1	0	-0.4	5
O=c1cc(CSc2ccccn2)c2ccccc2[nH]1
→ -25	-4	nt	-20	0	10	-5	0	2.2	-1
COc1ccc(CNc2nc(SCc3cc(=O)n4cc(Cl)ccc4n3)nc3ccccc23)cc1
→ -13	1	-2	-17	1	-14	-13	-4	-0.9	1
COC(=O)N1CCN(CCc2ccccc2)CC1
→ -12	7	1	-17	-2	6	-2	-2	0.2	11
